Screening data (PubChem)
LYP inhibition: PTPN22 lymphoid phosphatase activity blockers – biochemical, fluorescence intensity, uHTS (AID 1779) | hit rate 0.054% among 290,000 | recombinant LYP phosphatase, fluorescence intensity; higher % means a stronger effect | one-dose inhibition, % at 11.5 µM; IC50 in µM for titrated hits; in the data active = inhibition above about 50%;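 also: plate controls were vehicle with enzyme for no effect and no enzyme for full effect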
RSV antiviral HEp-2: inhibition of RSV-induced cytopathic effect – HEp-2 cells, primary 10 µM value included (AID 2391); CPE inhibition, % at 10 µM, or IC50 in µM where a hit was titrated; hit rate 0.13% among 310,000; HEp-2 cells, RSV-induced CPE inhibition; higher % means a stronger effect; in the data active = a potency from the dose series; inconclusive = CPE inhibition mostly from about 23% at the one dose, without a potency; inactive = the rest, 99 in 100 with CPE inhibition below about 21%; also: strong numbers were not always called active
GPR35 arrestin U2OS: inhibition of zaprinast-stimulated GPR35 beta-arrestin translocation – imaging, U2OS, beta-arrestin-GFP, zaprinast agonist, primary screen (AID 2058) | inhibition, % at 10 µM, or IC50 in µM where a hit was titrated | hit rate 0.052% among 290,000 | U2OS GPR35 beta-arrestin-GFP translocation imaging, zaprinast antagonism; higher % means a stronger effect;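 active = inhibition of at least 50% with at least 30 cells and total cytoplasm GFP at most 10,000,000; inconclusive = under 30 cells or total GFP of 10,000,000 plus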
Rac1 GTP hydrolysis: MgcRacGAP GTPase-activating activity inhibitors, confirmation, biochemical, ADP Hunter fluorescence | hit rate 0.6% among 340,000 | one-dose inhibition, % at 30 µM; IC50 in µM for titrated hits | MgcRacGAP-stimulated Rac1 GTP hydrolysis, ADP Hunter fluorescence; higher % means a stronger effect; GST-tagged Rac1 F28L mutant substrate;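 active = first-screen hits whose inhibition reached a set limit at any dose in the follow-up dose series; inconclusive = inhibition above the set first-screen limit but never retested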;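 also: fluorescence reports GDP produced by GAP-driven GTP hydrolysis; strong numbers were not always called active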
PhoP inhibition: PhoP-dependent GFP reporter repression – Salmonella Typhimurium, primary screen (AID 1863) | S. Typhimurium PhoP-regulated promoter GFP reporter, 4 h; higher % means a stronger effect | inhibition, % at 50 µM, or IC50 in µM where a hit was titrated | hit rate 0.16% among 300,000;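 active = inhibition over 29.93%, a cutoff 3 SD above the screen mean, later confirmed by dose response; inconclusive = inhibition over 29.93% but no dose response follow-up; inactive = inhibition at most 29.93% or unconfirmed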;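 also: 0% = low Mg2+ inducing control and 100% = high Mg2+ repressing control; strong numbers were not always called active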
NS5 inhibitors: flavivirus cap methylation enzyme inhibition – biochemical, confirmation dose response, primary screen (AID 588689). Dengue-2 NS5 methyltransferase capping enzyme assay, biochemical; higher % means a stronger effect. one-dose inhibition, % at 25 µM; IC50 in µM for titrated hits. hit rate 0.3% among 340,000; in the data active = a potency from the dose series; inconclusive = inhibition above about 29% without an active follow-up result
CSM14.1 death rescue: protection against thapsigargin-triggered cell killing – 384-well, CSM14.1, ATP luminescence, primary screen (AID 1222); CSM14.1 thapsigargin-induced death rescue, ATP luminescence; higher % means a stronger effect; one-dose cellular ATP content (survival), % at 20 µM; EC50 in µM for titrated hits; 190,000 tested, under 10 active;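 active = EC50 below 50 µM in the dose-response confirmation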;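 also: death triggered by thapsigargin at about 15 µM added after 2 h compound pretreatment; cell ATP read after overnight thapsigargin exposure of roughly 18 to 22 hours; normalized against plate controls of thapsigargin alone and 5% DMSO vehicle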
Large T inhibition: SV40 large T antigen inhibitors, biochemical (AID 1903). inhibition, % at 20 µM; hits with a dose series show IC50 in µM. SV40 large T antigen ATPase/helicase inhibition assay; higher % means a stronger effect. hit rate 0.39% among 310,000; in the data active = a potency from the dose series; inconclusive = inhibition mostly from about 32% at the one dose, without a potency; inactive = the rest, 99 in 100 with inhibition below about 32%; also: strong numbers were not always called active
West Nile antiviral: inhibition of WNV-induced cytopathic effect – cell-based, CPE readout (AID 1621); CPE inhibition, % at 10 µM, or IC50 in µM where a hit was titrated; West Nile virus-infected cells, CPE inhibition; higher % means a stronger effect; hit rate 0.02% among 290,000; in the data active = a potency from the dose series; inconclusive = CPE inhibition mostly from about 3.7% at the one dose, without a potency; inactive = the rest, 99 in 100 with CPE inhibition below about 2.2%; also: strong numbers were not always called active
The depositor's hits bear a star; ? = inconclusive; / = no result given.

SMILES	LYP inhibition	RSV antiviral HEp-2	GPR35 arrestin U2OS	Rac1 GTP hydrolysis	PhoP inhibition	NS5 inhibitors	CSM14.1 death rescue	Large T inhibition	West Nile antiviral
COc1cc(/C=C/C(=O)c2ccc(C)cc2)ccc1OCC#N	-4%	-1.4%	-1%	9%	-4%	-5%	-1.5%	18%	1.6%
CN1CCN(NS(=O)(=O)c2ccc(Cl)cc2)CC1	-8%	0.7%	-8%	24%	9%	2%	/	17%	0.4%
COc1ccc(N2C(=O)CSC2c2cccc(F)c2)c(OC)c1 (stereo not drawn)	-7%	0.6%	11%	4%	2%	2%	-2.6%	16%	-0.3%
Cc1cc(Br)ccc1SCC(=O)OCC(=O)NC(C)c1ccccc1 (stereo not drawn)	4%	3.2%	1%	9%	-8%	2%	-4.5%	18%	1.8%
O=C(CN1C(=O)C2CCCCC2C1=O)OCc1nnc(-c2ccccc2)o1 (stereo not drawn)	3%	3.5%	-8%	5%	7%	-1%	0.1%	2%	-0.5%
Cc1ccc(C)c(OCCC(=O)OCC(=O)Nc2ccc(C)c(S(=O)(=O)N3CCCCC3)c2)c1	/	-0.8%	/	3%	-3%	-6%	/	19%	/
Cc1cc(C(=O)CSc2n[nH]c(-c3ccccc3F)n2)c(C)n1Cc1cccs1	-1%	11%	9%	4%	-3%	-4%	5.0%	-1%	-0.4%
CN(C(=O)CN1C(=O)c2cc(Cl)c(Cl)cc2C1=O)C1CCS(=O)(=O)C1 (stereo not drawn)	/	2.3%	/	3%	-7%	4%	/	14%	/
CCCCN(C(=O)c1ccc(S(=O)(=O)N2CCOCC2)cc1)C1CCS(=O)(=O)C1 (stereo not drawn)	/	-0.9%	/	3%	-6%	4%	/	11%	/
CCOC(=O)c1cnc(SCC(=O)Nc2ccccc2C(=O)OC)nc1N	-1%	-0.2%	1%	0%	-2%	-3%	-4.2%	4%	-0.4%
COc1ccc(CN(Cc2ccncc2)C(=O)CCC(=O)O)cc1	-2%	0.7%	4%	5%	-5%	-1%	0.7%	16%	-0.1%
Cc1cccc2cc(C3CC(c4ccco4)=NN3C(=O)CCC(=O)O)c(Cl)nc12 (stereo not drawn)	-2%	2.6%	-10%	9%	-3%	-4%	-3.4%	8%	-0.8%
c1ccn2c(SCc3ccc4c(c3)OCO4)nnc2c1	-4%	-1.4%	-8%	16%	-3%	-3%	-0.8%	6%	0.1%
Cc1ccc(C(=O)N2CCN(c3ccc([N+](=O)[O-])c(NCc4cccnc4)c3)CC2)cc1	2%	?	-6%	-4%	8%	3%	-0.6%	4%	-0.3%
Cc1ccccc1N(CC(=O)NC(C)(C)C)C(=O)CS(=O)CC(=O)Nc1ccc2c(c1)OCO2 (stereo not drawn)	-5%	2.4%	18%	3%	-1%	/	0.7%	18%	-0.1%
O=C(NCc1ccccc1)c1cccc(COc2cccc(Cl)c2)c1	0%	17%	-9%	10%	8%	-1%	-0.6%	4%	-0.2%
CC(=O)C1=C(C)Nc2ncnn2C1c1ccccc1F (stereo not drawn)	-6%	1.5%	9%	8%	5%	-1%	/	27%	0.4%
CCOc1ccc(OCCNCc2ccc(OC(C)C(=O)N(C)C)c(OCC)c2)cc1 (stereo not drawn)	-15%	-0.6%	-1%	?	3%	-1%	/	-4%	-1.3%
Cc1nc2c(=O)[nH]c(=S)n(C)c2nc1C	-4%	1.7%	11%	11%	5%	11%	1.9%	8%	0.0%
CC(C)C[C@H](NC(=O)NCc1ccccc1Cl)C(=O)O	-1%	2.8%	24%	-3%	7%	-6%	-0.3%	5%	0.3%
CCC(c1nnnn1C1CCCCC1)N1CCN(C2CCCC2)CC1 (stereo not drawn)	-1%	-0.3%	7%	-1%	14%	0%	-1.2%	1%	-0.1%
COc1ccc(NC(=O)Nc2ccc3nsnc3c2)cc1	-5%	7.9%	-11%	4%	0%	-35%	-1.2%	4%	-0.6%
CCOC(=O)C(C)Oc1ccc(C2NC(=O)NC(C)=C2C(C)=O)cc1Br (stereo not drawn)	-10%	-0.3%	-2%	5%	8%	-7%	0.4%	18%	-0.3%
Cc1c(C(=O)N(C)Cc2ccccc2)oc2ccc(S(=O)(=O)N3CCCC3)cc12	-4%	17%	10%	10%	0%	4%	-1.4%	?	0.0%
Cc1nn(-c2ccccc2)c2sc(C(=O)n3cccn3)cc12	-2%	-1.1%	2%	6%	/	-9%	1.5%	/	1.1%
CNc1nc(Sc2ccc(C)cc2)cc(C(F)(F)F)n1	1%	3.3%	18%	8%	9%	-3%	-0.7%	2%	0.6%
CCc1nnc(NC(=O)C2Cc3ccccc3C(=O)O2)s1 (stereo not drawn)	-8%	2.0%	3%	7%	0%	-8%	0.3%	0%	0.1%
CCOC(=O)C1CCN(C(C(=O)Nc2ccc3c(c2)OCCO3)c2ccccc2)CC1 (stereo not drawn)	0%	0.8%	5%	5%	-1%	-10%	1.0%	5%	-0.1%
O=S(=O)(c1ccccc1)c1nc(-c2ccco2)oc1N1CCCCC1	-6%	1.3%	-13%	4%	14%	-9%	/	10%	0.9%
COc1cc(C(=O)N2CCN(CCCc3ccccc3)CC2)cc(OC)c1OC	/	0.1%	/	15%	/	2%	/	9%	/
COC(=O)c1ccc(OC(=O)c2ccco2)cc1	-1%	-1.1%	4%	4%	4%	-1%	4.5%	4%	0.1%
O=C(C(Sc1ccccc1)c1ccc(Br)cc1)N1CCOCC1 (stereo not drawn)	-2%	3.3%	-7%	-1%	3%	2%	0.6%	1%	-0.9%
COc1ccc(CN2CCC(CO)(CCOc3ccccc3)CC2)c(OC)c1C	-8%	-2.9%	2%	1%	-2%	0%	-3.7%	8%	-1.7%
Cc1ccc(S(=O)(=O)CCC(=O)OCC(=O)Nc2cc(S(=O)(=O)N3CCOCC3)ccc2C)cc1	/	-2.1%	/	5%	-6%	-8%	/	11%	/
Cc1ccc(OCC(=O)NN2C(=O)c3ccccc3C2=O)cc1	-6%	-0.5%	-3%	3%	6%	1%	0.6%	8%	0.5%
CCOc1ccccc1N(CC(=O)Nc1ccc(C)cc1)S(C)(=O)=O	-8%	1.2%	13%	5%	-18%	-2%	1.3%	4%	-0.1%
CSc1nc(-c2ccccc2)c(C#N)c(=O)n1C	-1%	-0.2%	36%	7%	4%	-5%	-0.7%	8%	0.1%
CCOC(=O)c1ccc(-c2ccc3[nH]c4ccccc4c(=O)c3c2)cc1F	-12%	2.1%	4%	4%	-3%	-1%	/	15%	-1.0%
COc1ccccc1CNC(=O)c1oc2ccccc2c1C	-6%	1.9%	9%	11%	-1%	-5%	/	4%	-0.9%
COc1cccc2c(=O)n(CC(=O)N3CCC(C)CC3)ccc12	-3%	2.2%	4%	-5%	1%	0%	-1.6%	3%	0.0%
CCc1ccccc1NC(=S)N1CCC(C(=O)c2ccc(F)cc2)CC1	1%	5.4%	9%	2%	16%	-7%	0.7%	6%	0.0%
Cc1ccc(S(=O)(=O)c2c(N)n(-c3ccccc3)c3nc4ccccc4nc23)cc1	-19%	?	-2%	10%	-5%	-14%	-0.6%	24%	-0.9%
CC(=O)NC(CCS(C)(=O)=O)C(=O)Nc1ccc(Oc2ccccc2)cc1 (stereo not drawn)	3%	2.1%	-11%	6%	-12%	1%	-0.8%	13%	0.0%
Cc1ccc(C2OC34CCCCCC3C(C#N)(C(=N)O4)C2(C#N)C#N)cc1 (stereo not drawn)	-7%	1.7%	0%	0%	-7%	4%	-3.1%	11%	1.2%
NNC(=O)c1ccc(COc2ccccc2)cc1	0%	0.7%	14%	12%	22%	-5%	-0.6%	5%	-0.8%
CCCCn1c(N)c(N(CCC(C)C)C(=O)c2ccc([N+](=O)[O-])s2)c(=O)[nH]c1=O	/	-2.3%	/	14%	-5%	4%	/	33%	/
N#Cc1sc(NCc2cccc(Cl)c2)nc1Cl	-1%	6.6%	10%	/	3%	-14%	/	12%	-1.3%
COc1ccccc1OCc1nnc(SCC(=O)Nc2nnc(C3CC3)s2)n1C	-4%	0.5%	21%	6%	7%	2%	/	0%	0.0%
COc1ccc(/C=C/C(=O)NCCCN2CCCC2)cc1	-6%	-3.5%	9%	9%	3%	-10%	/	6%	-0.7%
CCOc1ccc(-c2cn(S(=O)(=O)c3cccc4nsnc34)nc2N)cc1	2%	38%	13%	-2%	9%	/	-0.5%	7%	-0.2%

Continuation:
SMILES	LYP inhibition	RSV antiviral HEp-2	GPR35 arrestin U2OS	Rac1 GTP hydrolysis	PhoP inhibition	NS5 inhibitors	CSM14.1 death rescue	Large T inhibition	West Nile antiviral
O=C(O)CC1NC(=S)N(c2ccccc2)C1=O (stereo not drawn)	-5%	9.0%	-13%	0%	-11%	9%	-1.7%	4%	0.2%
CCCn1c(N)c(C(=O)CSc2nc3ccccc3c(=O)n2-c2ccc(OC)cc2)c(=O)[nH]c1=O	4%	0.1%	-24%	7%	-7%	-11%	0.1%	5%	0.5%
COc1ccc(C(=O)c2c[nH]c(C(=O)NCCCn3ccnc3)c2)cc1	-3%	-2.7%	2%	-2%	18%	0%	/	0%	0.5%
Cc1cc(C)cc(NC(=S)NC2CC3CCCC(C2)N3C2CC2)c1 (stereo not drawn)	-8%	-2.2%	6%	7%	3%	-11%	-0.2%	9%	-1.4%
CCOc1ccccc1NC(=O)NNC(=O)CCc1ccc(OC)cc1	1%	2.1%	23%	-1%	-6%	6%	/	9%	0.2%
COc1ccc(OC)c2[nH]c(=O)c(CCNC(=O)C(=O)c3c(C)[nH]c4ccccc34)cc12	0%	2.2%	-17%	9%	9%	-12%	2.5%	2%	0.1%
NC(=O)CN(c1ccc(Oc2ccccc2)cc1)S(=O)(=O)c1ccccc1	-10%	0.3%	-2%	4%	-8%	-3%	/	-3%	-0.8%
COc1ccc(CN(C)CC(=O)Nc2ccccc2C(F)(F)F)cc1	-6%	4.5%	9%	3%	3%	-4%	-1.0%	-3%	-0.7%
COC(=O)c1[nH]c2c(c1C)C(=O)CC(c1cc(OC)ccc1OC)C2 (stereo not drawn)	-3%	-0.9%	-5%	-2%	-3%	-1%	/	14%	2.8%
O=C(CCCc1ccccc1)NCc1ccc(F)cc1	0%	0.0%	5%	5%	-4%	0%	-1.7%	7%	-0.3%
CCNC(=O)CN(c1ccc(C)cc1)S(=O)(=O)c1ccccc1	-13%	1.1%	8%	6%	-1%	13%	-1.0%	15%	-0.2%
COc1ccccc1Nc1nc(N)nc(CSC(=S)N2CCC(C)CC2)n1	-1%	11%	16%	7%	3%	-3%	0.5%	3%	-0.8%
